From PubChem
OX1R antag-1: OX1R (human) antagonism; OX1R-expressing cells, FRET antagonist read-out; inhibition, % at 6.6 µM; 330,000 compounds, 1.8% hits; AID 485270; in the data active means inhibition mostly above about 38%, no sharp cut-off; inactive means mostly below about 40%;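 further: 0% = agonist challenge alone and 100% = reference antagonist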
Target sequence (O43613 whole entry, looked up): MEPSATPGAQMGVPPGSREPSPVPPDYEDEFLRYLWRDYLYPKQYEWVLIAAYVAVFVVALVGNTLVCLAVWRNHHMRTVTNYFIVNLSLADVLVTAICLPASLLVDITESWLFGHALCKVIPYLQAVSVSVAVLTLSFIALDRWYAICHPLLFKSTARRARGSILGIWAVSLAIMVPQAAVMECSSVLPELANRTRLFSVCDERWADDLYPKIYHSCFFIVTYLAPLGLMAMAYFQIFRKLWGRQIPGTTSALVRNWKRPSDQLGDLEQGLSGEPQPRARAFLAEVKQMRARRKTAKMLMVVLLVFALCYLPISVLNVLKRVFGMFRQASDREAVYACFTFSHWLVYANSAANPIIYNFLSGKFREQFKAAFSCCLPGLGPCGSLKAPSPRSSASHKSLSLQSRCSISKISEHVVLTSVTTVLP
OX1R antag-2: blocks the human orexin 1 receptor; inhibition, % at 5 µM; CHO/OX1R cells, Fluo-8 calcium fluorescence, orexin A; AID 434989; O43613; 330,000 compounds, 0.43% hits;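 active means inhibition above its plate's threshold, mean inhibition of all tested compounds on the plate plus 3 SD, cut at about 37% in these data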;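 further: 0% = orexin A challenge wells and 100% = SB-334867-A antagonist wells; not every result past the cut was called active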
Starred values were filed as active, the others as inactive.

Sequence of screens – OX1R antag-1	OX1R antag-2
(1) CC(=O)Nc1ccc(S(=O)(=O)N2CCN(S(=O)(=O)N3CCCCCC3)CC2)cc1
 : 9.1	-22.9
(2) Cc1cccc(C(C)C)c1NC(=O)Cc1ccc(S(=O)(=O)N2CCOCC2)s1
 : 9.3	-4.2
(3) COc1cc(CO)ccc1OCc1nnnn1-c1ccc(C)cc1
 : 17.5	-9.1
(4) COc1ccc(C(=O)NCc2cc(C(C)C)no2)cc1OC1CCN(C(C)C)CC1
 : 15.8	-3.3
(5) COc1ccc(-c2nnc3n2N=C(C)CS3)cc1
 : 4.4	-11.0
(6) Cc1cc(C)c(S(=O)(=O)N2CCOCC2)cc1C
 : 31.2	-12.7
(7) O=C(COC(=O)c1cccs1)NCc1cccs1
 : 11.1	-6.6
(8) COCCNC(=O)c1cccc(OC2CCN(Cc3ccc(Cl)c(F)c3)CC2)c1
 : 11.6	-23.4
(9) Cc1ccc(S(=O)(=O)N(c2ccc(Br)cc2)C2C=CS(=O)(=O)C2)cc1 (configuration not stated)
 : 26.1	-31.6
(10) CCN(CC)c1nc2c3c(nc4c(c3c1C#N)CC(=O)N4c1ccc(Cl)cc1)NC(C)=N2
 : 13.1	-0.6
(11) O=C(NC1CCCC1)C(c1cccnc1)N(CCc1ccccc1)C(=O)c1ccco1 (configuration not stated)
 : 56.6*	-13.7
(12) COc1ccc(/C=N/NC(=S)Nc2c(C)n(C)n(-c3ccccc3)c2=O)cc1OC
 : 1.6	-14.0
(13) CCN(Cc1cccs1)C(=O)CN1C(=O)NC(c2ccccc2)(c2ccccc2)C1=O
 : 13.8	-5.4
(14) N/C(=N\OC(=O)c1ccc(F)cc1)c1ccc(Br)cc1
 : 11.2	-7.0
(15) COc1cc(C(=O)NCc2nc(C)cs2)ccc1OC1CCN(C(C)=O)CC1
 : 2.1	-5.2
(16) CCN(CC)c1ccc(S(=O)(=O)N2CCOCC2)cc1NC(=O)CSc1n[nH]c(N)n1
 : -3.1	-21.3
(17) CCCCC(c1nnnn1C(C)C)N1CCN(C(=O)c2ccco2)CC1 (configuration not stated)
 : 25.6	1.7
(18) O=C(Nc1c(C(=O)N2CCCCC2)cnn1-c1ccccc1)c1ccco1
 : 3.2	-17.3
(19) CCN(CC)C(=O)c1sc(NC(=O)c2ccc3c(c2)OCO3)c(C(N)=O)c1C
 : 29.4	-6.3
(20) O=C(c1cccn2c(=O)c3cc(Br)ccc3nc12)N1CCN(c2ccccn2)CC1
 : 6.6	-15.5
(21) CN1CCCC1CCNc1ccc2sc3ccccc3c(=O)c2c1 (configuration not stated)
 : 34.9	6.9
(22) O=C1CN(C(=S)NC(=O)c2ccc(-c3ccccc3)cc2)CCN1
 : 4.9	-8.6
(23) COc1cccc(CNC(=O)COC(=O)CNC(=O)c2ccc(-c3ccccc3)cc2)c1
 : 7.3	4.4
(24) NC1(C#Cc2ccc3oc(=O)c(-n4cc(C5(O)CCCCC5)nn4)cc3c2)CCCCC1
 : 10.8	-5.0
(25) Cc1ccc(N(C)C(=O)N2CCN(S(=O)(=O)c3ccc(C)cc3)CC2)cc1
 : 10.1	-48.5
(26) CC1(C)C=C(c2ccc(C=O)s2)CC(C)(C)N1C=O
 : 21.7	-13.3
(27) Cc1cc2c(cn1)C(CCC#N)(CCC#N)c1ccccc1-2
 : 16.1	0.4
(28) Cc1cc(NC(=O)COc2coc(CN3CCN(c4ccccc4F)CC3)cc2=O)no1
 : 12.9	-10.6
(29) O=C(CCN1CCN(c2ccc(F)cc2)CC1)Nc1ccccc1F
 : 13.9	-5.7
(30) O=C(CCC(=O)c1ccc(-c2ccccc2)cc1)Nc1cccnc1
 : 15.6	-1.7
(31) Cc1cc2cc(C(c3nnnn3Cc3ccco3)N3CCc4ccccc4C3)c(=O)[nH]c2cc1C (configuration not stated)
 : 37.2	-18.2
(32) N#Cc1ccccc1COc1cccc2c1CCCC2O (configuration not stated)
 : 4.2	-11.1
(33) COc1ccc(CNC(=O)c2nnn(-c3cccc(C(F)(F)F)c3)c2N)cc1
 : 6.0	-11.9
(34) COC(=O)[C@]1(C)N[C@H](CN(C)S(=O)(=O)c2ccc(OC(F)(F)F)cc2)[C@@H]2C(=O)N(Cc3ccccc3)C(=O)[C@@H]21
 : -1.8	-33.4
(35) Cc1ccccc1NC(=O)CCc1c(C)nn(-c2ccc(N3CCOCC3)nn2)c1C
 : 9.5	-26.3
(36) Cc1ccccc1OCC(=O)Nc1ccc(C(N)=O)cc1
 : 7.7	-6.9
(37) Cc1ccc(OCC(=O)NCC(=O)Nc2ccc(F)cc2)c([N+](=O)[O-])n1
 : 32.7	-4.0
(38) CCCC(CCC)C(=O)Nc1cccc(C(=O)O)c1
 : -0.1	-10.5
(39) CCN(CC)S(=O)(=O)c1ccc(/C=C/C(=O)OCC(=O)Nc2ccc(S(N)(=O)=O)cc2)cc1
 : -1.6	-2.9
(40) COc1ccc(-c2cc(CC3(C(=O)O)CCN(C(=O)OC(C)(C)C)CC3)on2)c(OC)c1
 : 13.7	5.3
(41) N=c1ccn(CC(=O)c2ccc(-c3ccccc3)cc2)cc1
 : 13.7	-12.3
(42) COc1cc(OC)c(C(=O)OC(C)C(=O)NCc2ccc3c(c2)OCO3)cc1OC (configuration not stated)
 : 1.0	-43.6
(43) COCCNC(=O)COc1ncnc2scc(-c3ccc(F)cc3)c12
 : 8.3	-15.9
(44) CC(C)c1ccc(C(O)Cc2nc3ccccc3n2C)cc1 (configuration not stated)
 : -1.6	-15.5
(45) COc1ccc(CN(C)C(=S)Nc2ccc(OC(F)F)cc2)cc1
 : 4.7	-14.6
(46) Cc1ccc(-c2csc3ncn(CC(=O)N4CCOCC4)c(=O)c23)cc1C
 : 9.9	-18.2
(47) CC(C)Oc1nnnn1-c1ccccc1
 : -5.5	-4.2
(48) CCCN(Cc1ccccc1)C(=S)Nc1ccc(F)cc1
 : 13.1	-23.5
(49) O=C(NCc1ccc(F)cc1)c1ccc2c(c1)S(=O)(=O)c1ccccc1C2=O
 : 26.2	-31.8
(50) Cc1ccc(S(=O)(=O)N(C)C)cc1NC(=O)c1cc(=O)c2ccccc2o1
 : 11.7	-28.7
(51) O=C(N[C@H]1C/C=C\C[C@@H](CC(=O)N(CCO)Cc2ccccc2)C(=O)N[C@H](Cc2c[nH]c3ccccc23)COC1=O)OCC1c2ccccc2-c2ccccc21
 : 12.9	10.6
(52) O=C(Nc1ccc2nc(-c3cccnc3)[nH]c2c1)C1CCCCC1
 : 18.0	-36.1
(53) COc1cc2c(cc1OC)[C@@H](NC(=O)COc1ccccc1)[C@H](OCc1ccccc1)C2
 : 11.3	-7.1
(54) CCOc1ccc(C2CC(c3ccc(CC)cc3)n3nc(N)nc3N2)cc1 (configuration not stated)
 : 6.7	-6.1
(55) CCCS(=O)(=O)Nc1cc(C(F)(F)F)ccc1OCCOC
 : 8.0	-20.4
(56) COc1ccc(C)cc1NC(=O)NCc1ccco1
 : 9.0	-3.7
(57) Cc1oc2c(CN3CCOCC3)c(O)ccc2c(=O)c1-c1ccc(Cl)cc1
 : 7.1	-14.2
(58) COc1ccc(CN2C[C@]3(CO)O[C@@H](CO)C[C@@H]3S2(=O)=O)cc1
 : 8.5	-6.9
(59) CC(C)C(=O)Nc1nc2cc3c(cc2s1)OCCO3
 : 10.9	-13.7
(60) O=C(Nc1cccc([N+](=O)[O-])c1)N1CCCCCC1
 : 34.5	-7.5

(cont.)
Sequence of screens – OX1R antag-1	OX1R antag-2
(61) O=c1c2ccccc2oc2cc(NCCCN3CCOCC3)ccc12
 : 14.3	-10.0
(62) Cc1cc(NC(=O)C2CCN(S(=O)(=O)c3cccs3)CC2)no1
 : 6.9	-7.4
(63) CC1=C(C(=O)N2CCOCC2)C(c2ccc(-c3ccccc3)cc2)NC(=S)N1 (configuration not stated)
 : 4.3	-5.7
(64) COc1ccc(N2CCN(C(=O)CSc3nnc(CNc4ccccc4)o3)CC2)cc1
 : 11.5	-15.8
(65) O=C(COc1cccc2cccnc12)N1CCc2ccccc2C1
 : 26.9	-25.6
(66) Cc1ccc(Cl)cc1NS(=O)(=O)c1ccc2oc(=O)ccc2c1
 : 13.2	-12.5
(67) Cc1cnc(C(=O)Nc2ccc(F)cc2)cn1
 : 5.5	-7.0
(68) Clc1cccc(NCc2cn3cccnc3n2)c1
 : 10.8	-4.6
(69) COc1ccc(NC(=O)Nc2nnc(C(C)C)s2)cc1
 : 16.5	-4.0
(70) O=C(Cc1ccc(S(=O)(=O)N2CCOCC2)s1)NCC(=O)Nc1ccccc1Br
 : 4.8	-7.9
(71) COc1ccc(/C=N/Nc2nccnc2Cl)c(OC)c1
 : 37.0	-20.8
(72) Cc1cc(C)n(C(=O)CSc2nc3ccccc3o2)n1
 : 13.1	2.5
(73) Cc1ccccc1NC(=S)N1CCC(NC(=O)c2ccco2)CC1
 : 1.0	-3.1
(74) NC(=O)C(c1ccc(Br)cc1)c1ccc(C(=O)c2ccccc2)cc1 (configuration not stated)
 : 6.8	-22.5
(75) Cc1ccc(S(=O)(=O)N2CCCCC2)cc1NC(=O)CNCc1ccco1
 : 6.1	-52.1
(76) Cc1cc(C)cc(-n2ccnc2SCC(=O)c2c(N)n(C3CC3)c(=O)[nH]c2=O)c1
 : 1.8	-4.8
(77) COc1cccc(OC)c1C(=O)Nc1ccc(C(=O)c2ccncc2)cc1
 : 19.8	-24.8
(78) O=C(O)c1cccc2c(-c3ccccc3)c(-c3ccccc3)[nH]c12
 : 59.1	-1.6
(79) O=C(OCc1cccc2ccccc12)C1CC(=O)N(c2ccccc2)C1 (configuration not stated)
 : 11.7	-9.7
(80) CCOC(=O)c1c(NC(=O)c2cc(-c3ccc(Cl)s3)nc3ccccc23)sc(C(N)=O)c1C
 : 7.0	-6.7
(81) CC1(C)CC(=O)C(C=NCCC2=CCCCC2)=C(O)C1
 : 8.4	-11.7
(82) Cc1ccc(-c2noc(CN(C(=O)c3cccs3)C(C)C)n2)cc1
 : 34.5	-9.1
(83) Cc1ccc(S(=O)(=O)NCC(C)NS(C)(=O)=O)cc1 (configuration not stated)
 : 4.3	3.8
(84) CCOc1ccc(C(C(=O)NC2CCCC2)N(C(=O)CNC(=O)c2ccco2)c2cccnc2)cc1 (configuration not stated)
 : 7.3	-9.1
(85) COc1cccc(CNC(=O)CCC2CCCN(C(=O)CCn3cncn3)C2)c1 (configuration not stated)
 : 20.3	-5.1
(86) O=C(NC1CCCCC1)C1CCN(S(=O)(=O)c2cccc3nonc23)CC1
 : 46.8	-10.1
(87) O=C(CN(Cc1ccco1)C(=O)Cn1nnc(-c2cccs2)n1)NCc1ccccc1
 : 15.9	-10.9
(88) O=C(Cc1ccc(Br)cc1)NC1CCCc2ccccc21 (configuration not stated)
 : 11.1	-17.5
(89) COc1ccc(-c2cc(C(=O)Nc3ccc(S(=O)(=O)Nc4ncccn4)cc3)c3ccccc3n2)cc1
 : 22.8	-8.8
(90) CN(c1ccccc1)S(=O)(=O)c1ccc(C(=O)Nc2ccncc2)cc1
 : 10.5	-7.9
(91) COC(=O)CSc1nnc(Cc2ccccc2)n1-c1ccc(C)cc1
 : 3.4	-21.7
(92) Cc1cc(C)nc(/N=C(\N)Nc2ccc(-c3ccccc3)cc2)n1
 : 14.9	2.0
(93) CC(=O)Oc1ccccc1-c1nc(C)nc(N(C)C(C)=O)n1
 : 11.6	5.7
(94) COc1cccc(/C=N/NC(=O)c2ccc3nc[nH]c3c2)c1O
 : 21.4	3.5
(95) CC#C[C@@H](CC)c1ccc2ccn(C)c2c1
 : 8.1	-30.0
(96) CC(C)(CNC(=O)c1ccc(S(=O)(=O)Nc2ccccc2F)cc1)N1CCOCC1
 : 5.6	-15.7
(97) O=C(O)CCn1[nH]c(=O)ccc1=O
 : 7.8	1.0
(98) Cc1ccc(NNC(=O)c2cc(C(C)(C)C)nn2Cc2ccccc2)cc1
 : 12.1	-19.3
(99) CCCCNC(=O)N(C)c1nc2ccccc2s1
 : 6.9	3.4
(100) COc1ccc(CCNC(=O)CN2CCN(c3cccc(C(F)(F)F)c3)CC2)cc1
 : 12.1	-9.3
(101) CC(C)N(C(=O)Cn1c(=O)oc2ccccc21)c1ccccc1
 : 6.5	-33.7
(102) C/C(CC(=O)Nc1ccc(C)cc1C)=N\NC(=O)C(C)C
 : 1.9	-15.7
(103) CSc1ncccc1C(=O)NC1CC(C)(C)Cc2c1cnn2-c1ccccc1C (configuration not stated)
 : 15.1	-32.0
(104) CCOC(=O)c1cccc(NC(=O)c2cncc(Br)c2)c1
 : 1.2	-14.4
(105) Cc1cc(C(=O)CSc2nnnn2-c2ccccc2)c(C)n1CCc1ccccc1
 : 14.1	-20.6
(106) CC(C)(C)C(=O)OCc1nc(-c2ccc(O)c(O)c2)cs1
 : 6.9	-4.4
(107) CC1=C(C#N)C(C(F)(F)F)(C(F)(F)F)N=C(c2ccco2)N1
 : 13.0	-3.8
(108) Cc1nn(-c2ccc(F)cc2F)c(=O)c2noc(C)c12
 : 5.3	-13.0
(109) O=C(COC(=O)c1cc(S(=O)(=O)N2CCOCC2)ccc1Cl)NCc1ccccc1
 : 12.6	-9.5
(110) COc1cccc(CN(CC(=O)NC2CCCC2)C(=O)c2csnn2)c1
 : 12.5	-3.7
(111) CCOc1ccc(NC(=O)CN(C)C(=O)c2cc([N+](=O)[O-])ccc2N2CCCCC2)cc1OCC
 : 9.6	18.9
(112) COc1ccc(C2CC(=O)C=C(NC3CCCC3)C2)cc1 (configuration not stated)
 : 9.5	-10.2
(113) c1ccc2nc3c(nc2c1)OCC1CCCCN31 (configuration not stated)
 : -1.5	-13.2
(114) Cc1cc(=O)oc(C)c1C(=O)NC1CCCCCCC1
 : 27.9	-26.8
(115) CSc1nc(NC(C)C)nc(N2CCOCC2)n1
 : 31.7	-14.7
(116) Cc1ccc(-c2nc3ncccc3o2)cc1NC(=O)C(C)C
 : 11.4	-15.9
(117) Oc1c(Cl)cc(Cl)cc1C(C#Cc1ccccc1)N1CCOCC1 (configuration not stated)
 : 26.8	-33.6
(118) CCOc1ccc(NC(=O)CSc2nc3ccsc3c(=O)n2CCC(=O)O)cc1
 : -0.7	-10.0
